Kir21 inh: blocks the mouse Kir2.1 inward-rectifier potassium channel; AID 1672; B-score at 10 µM; P35561; 0.85% of 310,000 active; HEK293-Kir2.1, FluxOR thallium flux fluorescence; active compounds read low;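 active means fluorescence ratio B-score at or below minus 3 SD of library scores, with starting-brightness B-score within 2 SD, cut at about -4.2 in these data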;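 further: channel flux triggered by added potassium and thallium sulfate stimulus; B-score of peak minus minimum fluorescence over baseline after thallium stimulus; more negative B-score means stronger Kir2.1 block with less thallium influx; some compounds called inactive have numbers as strong as hits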
Target sequence (P35561 whole entry, looked up): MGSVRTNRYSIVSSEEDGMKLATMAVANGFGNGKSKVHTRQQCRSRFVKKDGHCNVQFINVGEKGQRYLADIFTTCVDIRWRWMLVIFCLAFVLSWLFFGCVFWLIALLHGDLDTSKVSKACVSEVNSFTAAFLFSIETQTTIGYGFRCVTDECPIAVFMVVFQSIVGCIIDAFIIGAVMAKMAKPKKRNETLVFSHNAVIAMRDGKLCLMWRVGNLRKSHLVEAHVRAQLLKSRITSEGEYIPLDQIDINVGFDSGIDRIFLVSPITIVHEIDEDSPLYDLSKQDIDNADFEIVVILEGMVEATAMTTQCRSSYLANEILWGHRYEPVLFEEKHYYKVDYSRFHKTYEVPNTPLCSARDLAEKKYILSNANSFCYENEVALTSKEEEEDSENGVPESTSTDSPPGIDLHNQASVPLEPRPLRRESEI
STK33 inh: inhibitors of human STK33 kinase | Q9BYT3 | purified STK33, MBP phosphorylation, ADP-Glo luminescence | inhibition, % at 10 µM | 0.073% of 320,000 active | AID 2661;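 active means inhibition at or above 25%, using the most active replicate where run in duplicate; inactive means inhibition below 25%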
Target sequence (Q9BYT3 whole entry, looked up): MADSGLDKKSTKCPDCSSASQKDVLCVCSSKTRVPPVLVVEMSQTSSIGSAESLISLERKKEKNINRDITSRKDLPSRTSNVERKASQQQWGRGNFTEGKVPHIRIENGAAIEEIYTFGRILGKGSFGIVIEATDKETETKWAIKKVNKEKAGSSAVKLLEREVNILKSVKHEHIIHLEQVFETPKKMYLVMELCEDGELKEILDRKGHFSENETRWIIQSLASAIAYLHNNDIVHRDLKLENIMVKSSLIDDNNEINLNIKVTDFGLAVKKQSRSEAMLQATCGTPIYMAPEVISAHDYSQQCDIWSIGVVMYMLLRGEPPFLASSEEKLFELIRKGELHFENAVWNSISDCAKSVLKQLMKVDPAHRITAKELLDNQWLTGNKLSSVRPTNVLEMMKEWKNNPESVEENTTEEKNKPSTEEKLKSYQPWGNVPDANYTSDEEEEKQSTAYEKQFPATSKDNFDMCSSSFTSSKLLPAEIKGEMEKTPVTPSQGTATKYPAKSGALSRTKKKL
KCNQ2 block: KCNQ2 channel blockers in CHO-K1 cells – cell-based, FluxOR thallium flux, B-score, primary screen (AID 2156). O88943. 20 min; active compounds read low. B-score at 10 µM. 1.1% of 310,000 active;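 active means fluorescence ratio B-score at most minus 3 library SDs, with starting brightness B-score within 2 library SDs, cut at about -5.5 in these data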
Starred values were filed as active, the others as inactive.

For COc1ccc(/C=N/NC(=O)c2ccc(Cn3cc([N+](=O)[O-])cn3)o2)cc1O the results were Kir21 inh -0.03, STK33 inh 0.9 and KCNQ2 block inactive.
Screening COCCOc1cc(N)c(Cl)cc1Cl returned Kir21 inh 2.2, STK33 inh -0.6 and KCNQ2 block inactive.
For O=C(NC1CCCC1)C(c1ccncc1)N(C(=O)c1csnn1)C1CCCC1 (stereo not given) the results were Kir21 inh -0.13, STK33 inh -1.9 and KCNQ2 block inactive.
For O=C(NCc1ccc2c(c1)OCO2)C1CCN(S(=O)(=O)c2cccs2)CC1 the results were Kir21 inh -0.99, STK33 inh 0.8 and KCNQ2 block inactive.
Screening CCOC(=O)C1(Cc2cccc(OC)c2)CCN(Cc2cnc(C)s2)CC1 returned Kir21 inh -0.01, STK33 inh -2.2 and KCNQ2 block inactive.
COc1ccc(Cl)cc1N(CC(=O)NCCSc1ccccn1)S(=O)(=O)c1ccccc1 was read as Kir21 inh -0.33, STK33 inh 0.2 and KCNQ2 block inactive.
`O=C1C2C3C=CC(C3=C(c3ccccc3)c3ccccc3)C2C(=O)N1Cc1ccccc1` (stereo not given) gave Kir21 inh -0.35, STK33 inh -0.7 and KCNQ2 block inactive.
CN(C)C(=O)Oc1ccc[n+](C)c1 was read as Kir21 inh 1.9, STK33 inh 0.1 and KCNQ2 block inactive.
Screening Cc1cc(C)n(C2CC(=O)N(c3cc(Cl)cc(Cl)c3)C2=O)n1 (stereo not given) returned Kir21 inh -0.36, STK33 inh -1.8 and KCNQ2 block inactive.
`O=C(CCN1C(=O)c2ccccc2C1=O)C1=NN[C@@H]2C(=O)N(c3ccc4c(c3)OCCO4)C(=O)[C@H]12` gave Kir21 inh -2.5, STK33 inh 0.2 and KCNQ2 block inactive.
Screening COc1cccc(-c2csc3nc[nH]c(=O)c23)c1 returned Kir21 inh 0.1, STK33 inh 11 and KCNQ2 block inactive.
Screening CN(c1ccc(C(=O)N2CCN(c3ccc(F)cc3)CC2)cc1)S(C)(=O)=O returned Kir21 inh 2, STK33 inh -0.9 and KCNQ2 block inactive.
`COc1ccc(Cl)cc1NC(=O)c1ccccc1C` gave Kir21 inh -0.21, STK33 inh -0.1 and KCNQ2 block inactive.
Screening Cc1cc(C)c(NC(=S)NCCCSC2CCCCC2)c(C)c1 returned Kir21 inh -2.2, STK33 inh -1.0 and KCNQ2 block inactive.
CN(Cc1ccc(F)cc1)C(=O)c1cc(COc2ccc(-n3cncn3)cc2)on1 was read as Kir21 inh -0.34, STK33 inh -0.2 and KCNQ2 block inactive.
CCOP(=O)(OCC)c1nc(/C=C/c2ccccc2)oc1NCc1ccc(OC)cc1 was read as Kir21 inh 0.76, STK33 inh -1.3 and KCNQ2 block inactive.
For COc1cccc(/C=N/Nc2nc(Nc3ccccc3)nc(-n3nc(C)cc3C)n2)c1O the results were Kir21 inh -0.45, STK33 inh 1.3 and KCNQ2 block inactive.
COc1cc(NC(=O)c2ccc3c(c2)S(=O)(=O)N=C2CCCCCN23)cc(OC)c1 was read as Kir21 inh 0.76, STK33 inh -0.6 and KCNQ2 block inactive.
CCN1c2ccccc2-c2nc3ccccc3n2C1c1ccco1 (stereo not given) was read as Kir21 inh -6.4*, STK33 inh 1.2 and KCNQ2 block inactive.
`COc1cc(C(=O)OCCCN=C2NS(=O)(=O)c3ccccc32)cc(OC)c1OC` gave Kir21 inh -1.2, STK33 inh 0.8 and KCNQ2 block inactive.
Screening C=C(Br)Cn1c(CCC)nc2ccccc21 returned Kir21 inh 0.03, STK33 inh -1.3 and KCNQ2 block inactive.
Cc1[nH]n(C(N)=S)c(=O)c1N=Nc1ccc(S(=O)(=O)N2CCCCCC2)cc1 was read as Kir21 inh 0.16, STK33 inh -1.2 and KCNQ2 block inactive.
`Cc1cc(C(=O)Nc2nncs2)oc1C` gave Kir21 inh 0.14, STK33 inh 0.9 and KCNQ2 block inactive.
Screening O=C1C(Cl)=C(N2CCCCCC2)C(=O)N1c1ccccc1Cl returned Kir21 inh 0, STK33 inh 0.1 and KCNQ2 block inactive.
`CNc1ncc(C(=O)c2ccc(Cl)cc2)s1` gave Kir21 inh -0.72, STK33 inh -0.7 and KCNQ2 block inactive.
O=C(NNc1ccccc1[N+](=O)[O-])NC1CCCCC1 was read as Kir21 inh 1, STK33 inh -0.9 and KCNQ2 block inactive.
For O=C(CSc1cccc[n+]1[O-])c1ccc(-c2ccccc2)cc1 the results were Kir21 inh 1.2, STK33 inh -1.9 and KCNQ2 block inactive.
`COc1cc(NC(=O)C2CC(=O)N(Cc3ccco3)C2)cc(OC)c1` (stereo not given) gave Kir21 inh 1.7, STK33 inh -2.1 and KCNQ2 block inactive.
For O=c1c2ccccc2nnn1COc1cccc(Cl)c1 the results were Kir21 inh 0.28, STK33 inh -0.2 and KCNQ2 block inactive.
For CC(c1ccncn1)N(C)Cc1nc(Cc2ccccc2F)no1 (stereo not given) the results were Kir21 inh 2.4, STK33 inh -0.2 and KCNQ2 block inactive.
`COc1ccc(/C=C(/NC(=O)c2ccccc2)C(=O)N2CCOCC2)cc1OC` gave Kir21 inh -2.5, STK33 inh 0.3 and KCNQ2 block inactive.
For O=C(Cc1ccccc1)NC1CCSc2ccccc21 (stereo not given) the results were Kir21 inh 1.2, STK33 inh -0.1 and KCNQ2 block -5.8*.
`CCCCOc1ccc(C2/C(=C(\O)c3ccc4c(c3)OCCO4)C(=O)C(=O)N2CCCN2CCOCC2)cc1` (stereo not given) gave Kir21 inh 0.52, STK33 inh -0.1 and KCNQ2 block inactive.
For COC(=O)c1c(NC(NC(=O)C(C)C)C(Cl)(Cl)Cl)sc2c1CCC2 (stereo not given) the results were Kir21 inh -0.28, STK33 inh -1.0 and KCNQ2 block inactive.
Screening COc1ccc(C2(C(=O)N3CCOCC3)CCCC2)cc1 returned Kir21 inh -0.71, STK33 inh -0.7 and KCNQ2 block inactive.
`COc1cc(OC)c(NC(=O)CCc2nc(-c3ccc(C)cc3)no2)cc1Cl` gave Kir21 inh -0.38, STK33 inh -1.7 and KCNQ2 block inactive.
COc1ccc(NC(=O)c2ccc3[nH]c(=O)c(=O)[nH]c3c2)c(OC)c1 was read as Kir21 inh -1.2, STK33 inh 1.2 and KCNQ2 block inactive.
`Cc1ccc(NC(=O)CSc2nnc(-c3cnccn3)n2C)cc1C` gave Kir21 inh -0.73, STK33 inh 0.8 and KCNQ2 block inactive.
`CCN(CC)S(=O)(=O)c1cccc(NC(=O)CN2C(=O)c3ccc([N+](=O)[O-])cc3C2=O)c1` gave Kir21 inh 0.17, STK33 inh -1.3 and KCNQ2 block inactive.
For CC(=O)N1c2ccccc2C(CBr)=CC1(C)C the results were Kir21 inh -0.77, STK33 inh -0.4 and KCNQ2 block inactive.

Random excerpt: four entries already listed
Screening CCOC(=O)C1(Cc2cccc(OC)c2)CCN(Cc2cnc(C)s2)CC1 returned Kir21 inh -0.01, STK33 inh -2.2 and KCNQ2 block inactive.
Screening COc1ccc(C2(C(=O)N3CCOCC3)CCCC2)cc1 returned Kir21 inh -0.71, STK33 inh -0.7 and KCNQ2 block inactive.
`O=C1C2C3C=CC(C3=C(c3ccccc3)c3ccccc3)C2C(=O)N1Cc1ccccc1` (stereo not given) gave Kir21 inh -0.35, STK33 inh -0.7 and KCNQ2 block inactive.
`COc1ccc(/C=C(/NC(=O)c2ccccc2)C(=O)N2CCOCC2)cc1OC` gave Kir21 inh -2.5, STK33 inh 0.3 and KCNQ2 block inactive.

The list continues.
`Cc1c(CN(C)C)c2c(n1Cc1ccccc1)C(=O)c1ccc(Br)cc1-2` gave Kir21 inh -2.2, STK33 inh -1.2 and KCNQ2 block inactive.
For CC(=O)NS(=O)(=O)c1ccc(NS(=O)(=O)c2ccccc2[N+](=O)[O-])cc1 the results were Kir21 inh 1, STK33 inh -1.3 and KCNQ2 block inactive.
`CCc1ccccc1Nc1nc(N)nc(CSc2nnc3ccccn23)n1` gave Kir21 inh -0.6, STK33 inh -2.0 and KCNQ2 block inactive.
`O=C(CNC(=O)c1ccc(Cl)cc1)NC1CCCCC1` gave Kir21 inh 1.2, STK33 inh -0.8 and KCNQ2 block inactive.
`COc1ccc(NS(=O)(=O)c2cc(NC(=O)C3CCCO3)ccc2N2CCCC2)cc1` (stereo not given) gave Kir21 inh 0.27, STK33 inh -0.7 and KCNQ2 block inactive.
For COc1ccc(CCNC(=O)C2CCN(S(=O)(=O)c3c(C)noc3C)CC2)cc1OC the results were Kir21 inh 0.55, STK33 inh -2.2 and KCNQ2 block inactive.
For CCC(NC(=O)Nn1cnnc1)(C(F)(F)F)C(F)(F)F the results were Kir21 inh 0.62, STK33 inh -0.3 and KCNQ2 block inactive.
Cc1csc(NC(=O)CCn2c(=O)oc3ccccc32)n1 was read as Kir21 inh -0.46, STK33 inh 0.1 and KCNQ2 block inactive.
For COc1ccc(C(=O)CN2C(=O)c3ccccc3S2(=O)=O)cc1Br the results were Kir21 inh 0.79, STK33 inh -0.2 and KCNQ2 block inactive.
COc1ccc(C(=O)NCC(=O)NCC2(N(C)C)CCCCC2)cc1OC was read as Kir21 inh 0.13, STK33 inh -1.7 and KCNQ2 block inactive.
O=C(COc1ccccc1F)Nc1c2c(nn1-c1ccccc1)CS(=O)(=O)C2 was read as Kir21 inh -0.7, STK33 inh -2.3 and KCNQ2 block inactive.
`Cc1cc(NC(=O)CCC(=O)N(CC(=O)NC2CCCC2)Cc2ccc(F)cc2)no1` gave Kir21 inh 0.48, STK33 inh -1.8 and KCNQ2 block inactive.
For CN1CCN(CCNC(=O)c2cn(Cc3ccccc3F)nn2)CC1 the results were Kir21 inh 0.82, STK33 inh -1.7 and KCNQ2 block inactive.
For COc1ccc(Cn2nc(-c3ccccc3)c(N3CCCCC3)cc2=O)cc1 the results were Kir21 inh -1.4, STK33 inh 0.9 and KCNQ2 block inactive.
O=c1ccc(NS(=O)(=O)c2ccc(Cl)cc2)cn1Cc1ccc(Cl)c(Cl)c1 was read as Kir21 inh -0.52, STK33 inh -3.5 and KCNQ2 block inactive.
For COc1cc(NC(=S)N2CCCC(C)C2)c(OC)cc1Cl (stereo not given) the results were Kir21 inh -0.51, STK33 inh -0.3 and KCNQ2 block inactive.
Screening CC(=O)Nc1c(NCC(C)C)c2ccccc2oc1=O returned Kir21 inh 0.05, STK33 inh -1.7 and KCNQ2 block inactive.
`CC(C)CSc1nnc(N)s1` gave Kir21 inh -0.4, STK33 inh -0.8 and KCNQ2 block inactive.
For O=C(CCC(NC(=O)OCc1ccccc1)C(=O)O)OCc1ccccc1 (stereo not given) the results were Kir21 inh 0.54, STK33 inh 0.4 and KCNQ2 block inactive.
For O=C(CSc1nc(-c2ccc(F)cc2)cs1)NC(=O)NCc1ccco1 the results were Kir21 inh 1.5, STK33 inh -1.9 and KCNQ2 block inactive.
`Cc1ccccc1C(=O)N/N=C/c1ccncc1` gave Kir21 inh 0.14, STK33 inh -0.2 and KCNQ2 block inactive.
For Cc1nc([N+](=O)[O-])c(NCCO)n1Cc1ccccc1 the results were Kir21 inh -1.8, STK33 inh -0.4 and KCNQ2 block inactive.
Screening Cc1ccccc1S(=O)(=O)NC1OC(=O)C(Cl)=C1Cl (stereo not given) returned Kir21 inh 0, STK33 inh 5.8 and KCNQ2 block inactive.
For COc1cc(OC)cc(C(=O)NC(=S)Nc2ccc3oc(=O)ccc3c2)c1 the results were Kir21 inh -0.05, STK33 inh 1.0 and KCNQ2 block inactive.
O=C(NCCCCCNC(=O)c1ccccn1)c1ccccn1 was read as Kir21 inh -0.91, STK33 inh -1.1 and KCNQ2 block inactive.
For COc1cccc(NC(=O)c2oc3ccccc3c2NC(C)=O)c1 the results were Kir21 inh 0, STK33 inh -1.4 and KCNQ2 block inactive.
COc1ccc(N(CC(=O)NCc2ccco2)S(C)(=O)=O)c(OC)c1 was read as Kir21 inh -0.84, STK33 inh -1.3 and KCNQ2 block inactive.
Screening OC(COCc1ccco1)CN1CCN(c2ccccc2)CC1 (stereo not given) returned Kir21 inh 0.04, STK33 inh -0.9 and KCNQ2 block inactive.
O=C(NCc1ccccc1C(F)(F)F)C1CC(c2ccccc2[N+](=O)[O-])=NO1 (stereo not given) was read as Kir21 inh -1.2, STK33 inh 0.5 and KCNQ2 block inactive.
`c1ccc(SCc2nc3ccccc3s2)nc1` gave Kir21 inh 1.4, STK33 inh 3.8 and KCNQ2 block inactive.
`COC(C[C@@H](O)[C@H](C)[C@@H](O)COCc1ccccc1)OC` gave Kir21 inh -0.89 and KCNQ2 block inactive.
Cc1nn(CC(=O)Nc2nc3ccccc3s2)c(C)c1[N+](=O)[O-] was read as Kir21 inh 0.67, STK33 inh 1.5 and KCNQ2 block inactive.
`CN(CC(=O)Nc1ccc(Cl)cc1)CC(=O)Nc1ccc(F)c(F)c1F` gave Kir21 inh -1.3, STK33 inh -0.9 and KCNQ2 block inactive.
`COc1ccc2oc(=N)c(C(=O)Nc3cccc(C)c3C)cc2c1` gave Kir21 inh -0.55, STK33 inh -0.2 and KCNQ2 block inactive.
COC(=O)CSc1ccc2nnc(-c3ccc(OC)c(OC)c3)n2n1 was read as Kir21 inh 1.8, STK33 inh 0.4 and KCNQ2 block inactive.
For Cc1cccnc1Nc1nc(-c2ccccn2)cs1 the results were Kir21 inh 1.3, STK33 inh -1.0 and KCNQ2 block inactive.

Structural class, the compounds so far containing a CF3 group (2)
For CCC(NC(=O)Nn1cnnc1)(C(F)(F)F)C(F)(F)F the results were Kir21 inh 0.62, STK33 inh -0.3 and KCNQ2 block inactive.
O=C(NCc1ccccc1C(F)(F)F)C1CC(c2ccccc2[N+](=O)[O-])=NO1 (stereo not given) was read as Kir21 inh -1.2, STK33 inh 0.5 and KCNQ2 block inactive.

Screening results as filed in PubChem.

Outcome played no part in choosing rows. Share with any hit: about 1.9%.
